ASK1 inh: inhibitors of human ASK1 kinase. inhibition, % at 7.44 µM. Q99683. AlphaScreen MKK6 phosphorylation by ASK1, luminescence. 0.99% of 22,000 active; in the data active = inhibition above about 35%;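 also: 0% = median of compound wells and 100% = no enzyme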
ULK1 inh: blocks human autophagy kinase ULK1. O75385. 1.9% of 30,000 active. AlphaScreen Atg13 phosphorylation by ULK1, luminescence. inhibition, % at 5.96 µM; in the data active = inhibition above about 43%;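 also: 0% = median of compound wells and 100% = no enzyme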
Target sequence (O75385 whole entry, looked up): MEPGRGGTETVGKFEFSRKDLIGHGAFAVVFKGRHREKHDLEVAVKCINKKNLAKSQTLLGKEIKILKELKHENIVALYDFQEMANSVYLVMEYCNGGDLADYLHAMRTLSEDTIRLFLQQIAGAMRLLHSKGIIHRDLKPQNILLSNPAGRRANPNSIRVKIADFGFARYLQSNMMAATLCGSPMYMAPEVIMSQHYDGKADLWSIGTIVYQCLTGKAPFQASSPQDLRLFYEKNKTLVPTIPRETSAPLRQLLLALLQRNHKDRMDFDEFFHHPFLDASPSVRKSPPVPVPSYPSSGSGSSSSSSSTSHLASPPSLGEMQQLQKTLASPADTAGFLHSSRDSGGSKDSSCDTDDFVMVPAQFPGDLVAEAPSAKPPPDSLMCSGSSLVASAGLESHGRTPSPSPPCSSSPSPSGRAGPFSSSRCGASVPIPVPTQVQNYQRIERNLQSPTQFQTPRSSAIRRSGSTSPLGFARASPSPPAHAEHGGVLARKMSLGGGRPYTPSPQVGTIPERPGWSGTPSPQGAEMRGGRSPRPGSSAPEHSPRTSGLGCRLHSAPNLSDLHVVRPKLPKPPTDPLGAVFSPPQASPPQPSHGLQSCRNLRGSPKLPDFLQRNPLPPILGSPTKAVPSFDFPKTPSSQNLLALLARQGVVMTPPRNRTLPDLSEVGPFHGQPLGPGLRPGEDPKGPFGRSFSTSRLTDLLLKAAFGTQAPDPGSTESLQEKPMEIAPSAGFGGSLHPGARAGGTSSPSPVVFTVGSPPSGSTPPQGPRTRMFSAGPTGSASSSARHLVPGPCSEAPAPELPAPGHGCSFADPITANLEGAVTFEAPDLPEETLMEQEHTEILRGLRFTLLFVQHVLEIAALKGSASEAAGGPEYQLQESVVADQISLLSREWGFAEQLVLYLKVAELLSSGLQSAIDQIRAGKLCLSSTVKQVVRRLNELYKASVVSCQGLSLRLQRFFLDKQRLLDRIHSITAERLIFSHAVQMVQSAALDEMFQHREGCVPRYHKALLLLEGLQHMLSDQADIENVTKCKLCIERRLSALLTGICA
* marks the source's active call; other numbers are inactive results; . = not tested or not shown.

Below each compound: ASK1 inh, ULK1 inh
1) O=C(NCc1cccc(C(F)(F)F)c1)c1csc(Nc2ccc(C(F)(F)F)cc2)n1
 : 0, 3
2) COC1/C=C\O[C@@]2(C)Oc3c(C)c(O)c4c(c3C2=O)C2(C=C(NC(=O)/C(C)=C\C=C/C(C)C(O)[C@@H](C)C(O)C(C)C(OC(C)=O)[C@@H]1C)C4=O)OCC(=O)O2 (some centres undefined)
 : ., 4
3) CN1CCN(CCNC(=O)c2cccc(-c3nnc4cc(Nc5ccccc5Cl)ccn34)c2)CC1
 : -14, 5
4) O=C(NCc1nc2ccccc2[nH]1)c1cccc(NCCN2CCOCC2)n1
 : -8, -3
5) Nc1cccc(-c2cccc(C(=O)NC3CCN(Cc4ccccc4)CC3)c2)c1
 : 4, 11
6) CC(C)n1cnc2c(NCCOc3ccccc3)nc(Nc3cnccn3)nc21
 : 1, 15
7) CC(C)N(CCNC(=O)Cc1cn(-c2ccc(Nc3ccc4ncccc4c3)nn2)c2ccccc12)C(C)C
 : 4, -13
8) CCCNc1nc(Cl)nc2c1ncn2C(C)C
 : -1, 7
9) CC(C)n1cnc2c(Nc3ccc(Oc4ccccc4)cc3)nc(-c3ccccc3)nc21
 : -13, -48
10) CN1CCN(C(=O)c2ccc(-c3nc(NCCO)c4ncn(-c5ccsc5)c4n3)cc2)CC1
 : -7, -6
11) Nc1nc(NCc2nc3ccccc3[nH]2)cc(-c2ccccc2)n1
 : 3, -8
12) O=C(O)C1CCN(Cc2ccc3c(c2)CCO3)CC1
 : ., -1
13) CC(=O)Nc1ccc(NC(=O)c2cccc(NCCCN3CCCC3=O)c2)cc1
 : -14, -2
14) FC(F)(F)c1ccc(Nc2nc(Nc3ccc4c(c3)OCO4)c3[nH]cnc3n2)cc1
 : 17, -26
15) Cc1cnc(Nc2cccc(N3CCOCC3)c2)cc1Nc1ccccc1C(N)=O
 : -4, 82*
16) COc1ccc(CC(=O)Nc2cc(-c3cnn(C)c3)ccn2)cc1
 : -5, 6
17) COc1cc(Nc2nc(Nc3ccc(N4CCOCC4)cc3)nc3c2ncn3Cc2ccc(C(F)(F)F)cc2)cc(OC)c1OC
 : 34, -11
18) CCOCCCNc1nc2nc3ccc(C)cn3c(=O)c2cc1C(=O)NCC1CCCO1 (centres undefined)
 : ., 4
19) CCCNC(=O)c1csc(N2CCc3ccccc3C2)n1
 : -3, 6
20) Cc1nn(C)c(C)c1-c1nc(Nc2ccc(N3CCOCC3)cc2)c2ncn(C(C)C)c2n1
 : 1, 7

Single records, from the list above:
Profile of FC(F)(F)c1ccc(Nc2nc(Nc3ccc4c(c3)OCO4)c3[nH]cnc3n2)cc1 = ASK1 inh: 17; ULK1 inh: -26
Profile of COc1cc(Nc2nc(Nc3ccc(N4CCOCC4)cc3)nc3c2ncn3Cc2ccc(C(F)(F)F)cc2)cc(OC)c1OC = ASK1 inh: 34; ULK1 inh: -11

Values by screen from the list:
ULK1 inh for entries 11–20: -8, -1, -2, -26, 82*, 6, -11, 4, 6, 7

Remaining list, next part:
Below each compound: ASK1 inh, ULK1 inh
21) COc1ccc(Cc2cnc(N)nc2N)cc1OC
 : ., 16
22) Nc1nc(F)nc2c1ncn2[C@@H]1O[C@H](CO)[C@@H](O)[C@@H]1O
 : ., -12
23) CS(=O)(=O)c1cccc(N2CCN(Cc3ccccc3)C2=O)c1
 : ., 11
24) Fc1cc(-c2ccnc(Nc3ccc(-n4cnc(-c5cncc(Cl)c5)n4)cc3)n2)cc(N2CCOCC2)c1
 : -3, 0
25) CCOc1c(C)cnc2c1c(=O)n(CC(=O)NC)c(=O)n2C
 : ., 2
26) COc1cc(Nc2cccc(C(=O)NCCCN3CCCC3=O)n2)cc(OC)c1OC
 : -2, 7
27) O=C(Cc1cn(-c2ccc(Nc3ccccc3)nn2)c2ccccc12)NCc1cccnc1
 : -13, 10
28) COc1ccc(CCNC(=O)CSc2nnc(C)c(=O)[nH]2)cc1OC
 : ., 5
29) COc1ccc(CCNc2nc(NCc3cccnc3)nc3c2ncn3C2CCCCC2)cc1
 : 3, -20
30) COc1ccc(CCNC(=O)c2csc(-c3ccc(C(=O)NC4CC4)cc3)n2)cc1
 : -1, -11
31) COc1cc(Nc2ccnc(NCCN3CCOCC3)n2)cc(OC)c1OC
 : -4, 6
32) COc1cc(Nc2nc(-c3cccc(N)c3)nc3c2ncn3C2CCCCC2)cc(OC)c1OC
 : 2, 24
33) N#Cc1cc(-c2ccnc(Nc3cccc(N)c3)n2)ccc1N1CCCC1
 : 19, 41
34) Nc1ncnc2nc(-c3ccc(C(=O)NC4CC4)cc3)[nH]c12
 : 20, 13
35) Cc1nc(N)sc1N=Nc1ccccc1
 : ., 4
36) O=C(Cc1cccs1)Nc1nnc(C2CCCCC2)s1
 : ., 2
37) O=C(O)c1cc(N2C(=O)C3CC=CCC3C2=O)ccc1N1CCOCC1 (centres undefined)
 : ., -8
38) CC(C)n1cnc2c(Nc3ccc4c(c3)OCO4)nc(Cl)nc21
 : 17, 10
39) O=C(NCCN1CCOCC1)c1cccc(Nc2cnccn2)n1
 : -7, -2
40) O=C(Cc1cn(-c2ccc(N3CCOCC3)nn2)c2ccccc12)NCc1cccc(C(F)(F)F)c1
 : 0, -13

Given with the structure last: 3 of the compounds above.
No.	ASK1 inh	ULK1 inh	Molecule
35	.	4	Cc1nc(N)sc1N=Nc1ccccc1
27	-13	10	O=C(Cc1cn(-c2ccc(Nc3ccccc3)nn2)c2ccccc12)NCc1cccnc1
33	19	41	N#Cc1cc(-c2ccnc(Nc3cccc(N)c3)n2)ccc1N1CCCC1

The list continues.
[41] Cc1ccccc1C(=O)NNC1CC(=O)N(c2ccc(Br)cc2)C1=O (centres undefined)
  ASK1 inh: .	ULK1 inh: 4
[42] CCCNc1cc(Cl)nc(N)n1
  ASK1 inh: -28	ULK1 inh: 1
[43] Cc1cc(NCCc2ccccn2)nc(Nc2ccc(OC(F)(F)F)cc2)n1
  ASK1 inh: 3	ULK1 inh: -48
[44] FC(F)(F)c1ccc(Cn2cnc3c(NCCOc4ccccc4)nc(Nc4cnccn4)nc32)cc1
  ASK1 inh: 10	ULK1 inh: 1
[45] O=C(NNC(=O)c1c(O)c2ccccc2[nH]c1=O)c1cccc([N+](=O)[O-])c1
  ASK1 inh: .	ULK1 inh: -4
[46] CCN(CC)c1nc(Nc2cc(OC)c(OC)c(OC)c2)nc(Nc2ccc3ncccc3c2)n1
  ASK1 inh: -4	ULK1 inh: -40
[47] CC1=C(C(=O)N=N)N(O)c2ccccc2N1O
  ASK1 inh: .	ULK1 inh: -8
[48] CC(C)n1cnc2c(NC3CC3)nc(Nc3ccccn3)nc21
  ASK1 inh: 10	ULK1 inh: 40
[49] CC(=O)c1cccc(-c2cc(C(=O)NCc3ccccc3)ccn2)c1
  ASK1 inh: -10	ULK1 inh: -2
[50] CC(C)(C(=O)O)c1ccc(C(=O)CCCN2CCC(OC(c3ccccc3)c3ccccc3)CC2)cc1
  ASK1 inh: .	ULK1 inh: 1
[51] Cc1ccc(N2CC(C(=O)N/N=C/c3ccccc3O)CC2=O)cc1 (centres undefined)
  ASK1 inh: .	ULK1 inh: -2
[52] CC(C)n1c(Nc2ccc(N3CCOCC3)cc2)nc2c(Nc3ccccc3)ncnc21
  ASK1 inh: 21	ULK1 inh: -11
[53] CCOc1ccc(C(=O)Nc2nnc(COC)s2)cc1
  ASK1 inh: .	ULK1 inh: 5
[54] Fc1ccc(CNc2ncc3ccc(-c4cn[nH]c4)cc3c2Cl)cc1
  ASK1 inh: -18	ULK1 inh: 71*
[55] Cc1ccc([N+](=O)[O-])cc1O
  ASK1 inh: .	ULK1 inh: 18
[56] Cn1c(Nc2cc(NCCOc3ccccc3)ncn2)nc2ccccc21
  ASK1 inh: -10	ULK1 inh: 10
[57] CCN(CC)C(=O)C1CCCN(c2nc(NCCc3ccc(OC)cc3)c3cc(OC)c(OC)cc3n2)C1 (centres undefined)
  ASK1 inh: 11	ULK1 inh: 23
[58] COC(=O)C1[C@H]2C[C@@H]3c4[nH]c5ccccc5c4CCN3C[C@H]2C[C@@H](OC(=O)c2cc(OC)c(OC)c(OC)c2)[C@@H]1OC (some centres undefined)
  ASK1 inh: .	ULK1 inh: -11

Ordered by count of non-hydrogen atoms (falling): seven of the compounds above
[58] COC(=O)C1[C@H]2C[C@@H]3c4[nH]c5ccccc5c4CCN3C[C@H]2C[C@@H](OC(=O)c2cc(OC)c(OC)c(OC)c2)[C@@H]1OC (some centres undefined)
  ASK1 inh: .	ULK1 inh: -11
[50] CC(C)(C(=O)O)c1ccc(C(=O)CCCN2CCC(OC(c3ccccc3)c3ccccc3)CC2)cc1
  ASK1 inh: .	ULK1 inh: 1
[46] CCN(CC)c1nc(Nc2cc(OC)c(OC)c(OC)c2)nc(Nc2ccc3ncccc3c2)n1
  ASK1 inh: -4	ULK1 inh: -40
[52] CC(C)n1c(Nc2ccc(N3CCOCC3)cc2)nc2c(Nc3ccccc3)ncnc21
  ASK1 inh: 21	ULK1 inh: -11
[43] Cc1cc(NCCc2ccccn2)nc(Nc2ccc(OC(F)(F)F)cc2)n1
  ASK1 inh: 3	ULK1 inh: -48
[56] Cn1c(Nc2cc(NCCOc3ccccc3)ncn2)nc2ccccc21
  ASK1 inh: -10	ULK1 inh: 10
[49] CC(=O)c1cccc(-c2cc(C(=O)NCc3ccccc3)ccn2)c1
  ASK1 inh: -10	ULK1 inh: -2

Rows are unselected, and some 2.2% of all compounds hit somewhere here.
